# SARS 3CLpro inh = SARS-CoV 3CLpro protease inhibition. AID 1706. 290,000 tested, 0.14% active. P0C6X7. recombinant SARS-CoV 3CLpro, quenched FRET peptide cleavage. inhibition, % at 6 µM; in the data active means inhibition above about 12%
# Y pestis TopoI = blocks Yersinia pestis topoisomerase I activity | Y. pestis Topo-I cleavage product accumulation, plate reader | activity, % at 10 µM | 360,000 tested, 0.064% active; in the data active means activity above about 50%, passing the limit was not always enough; further: inactives centre near 2
# PfHsp40 yeast = compounds rescuing yeast from Plasmodium falciparum HSP40 toxicity | 340,000 tested, 0.68% active | S. cerevisiae expressing PfHsp40, growth rescue, ATP luminescence | growth rescue, % at 12.5 µM; in the data active means growth rescue above about 28%, passing the limit was not always enough;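 further: yeast W303a lacking pdr1 and pdr3 grown in galactose medium; growth measured after three days at 30 °C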
# PriA SSB inh = K. pneumoniae PriA-SSBct interaction inhibition. 430,000 tested, 0.6% active. AlphaScreen SSBct-PriA binding, biotinylated peptide. inhibition, % at 33 µM; in the data active means inhibition mostly above about 37%, no sharp cut-off; inactive means mostly below about 20%;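 further: plate controls were negative control peptide for no effect and reference peptide for full effect; strong numbers were not always called active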
# TcdB inh = TcdB glycohydrolase inhibition; AID 652162; 350,000 tested, 0.24% active; P18177; inhibition, % at 9.99 µM; TcdB glycohydrolase enzymatic assay, plate reader; in the data active means inhibition above about 10%
# Target sequence (P18177 whole entry, looked up): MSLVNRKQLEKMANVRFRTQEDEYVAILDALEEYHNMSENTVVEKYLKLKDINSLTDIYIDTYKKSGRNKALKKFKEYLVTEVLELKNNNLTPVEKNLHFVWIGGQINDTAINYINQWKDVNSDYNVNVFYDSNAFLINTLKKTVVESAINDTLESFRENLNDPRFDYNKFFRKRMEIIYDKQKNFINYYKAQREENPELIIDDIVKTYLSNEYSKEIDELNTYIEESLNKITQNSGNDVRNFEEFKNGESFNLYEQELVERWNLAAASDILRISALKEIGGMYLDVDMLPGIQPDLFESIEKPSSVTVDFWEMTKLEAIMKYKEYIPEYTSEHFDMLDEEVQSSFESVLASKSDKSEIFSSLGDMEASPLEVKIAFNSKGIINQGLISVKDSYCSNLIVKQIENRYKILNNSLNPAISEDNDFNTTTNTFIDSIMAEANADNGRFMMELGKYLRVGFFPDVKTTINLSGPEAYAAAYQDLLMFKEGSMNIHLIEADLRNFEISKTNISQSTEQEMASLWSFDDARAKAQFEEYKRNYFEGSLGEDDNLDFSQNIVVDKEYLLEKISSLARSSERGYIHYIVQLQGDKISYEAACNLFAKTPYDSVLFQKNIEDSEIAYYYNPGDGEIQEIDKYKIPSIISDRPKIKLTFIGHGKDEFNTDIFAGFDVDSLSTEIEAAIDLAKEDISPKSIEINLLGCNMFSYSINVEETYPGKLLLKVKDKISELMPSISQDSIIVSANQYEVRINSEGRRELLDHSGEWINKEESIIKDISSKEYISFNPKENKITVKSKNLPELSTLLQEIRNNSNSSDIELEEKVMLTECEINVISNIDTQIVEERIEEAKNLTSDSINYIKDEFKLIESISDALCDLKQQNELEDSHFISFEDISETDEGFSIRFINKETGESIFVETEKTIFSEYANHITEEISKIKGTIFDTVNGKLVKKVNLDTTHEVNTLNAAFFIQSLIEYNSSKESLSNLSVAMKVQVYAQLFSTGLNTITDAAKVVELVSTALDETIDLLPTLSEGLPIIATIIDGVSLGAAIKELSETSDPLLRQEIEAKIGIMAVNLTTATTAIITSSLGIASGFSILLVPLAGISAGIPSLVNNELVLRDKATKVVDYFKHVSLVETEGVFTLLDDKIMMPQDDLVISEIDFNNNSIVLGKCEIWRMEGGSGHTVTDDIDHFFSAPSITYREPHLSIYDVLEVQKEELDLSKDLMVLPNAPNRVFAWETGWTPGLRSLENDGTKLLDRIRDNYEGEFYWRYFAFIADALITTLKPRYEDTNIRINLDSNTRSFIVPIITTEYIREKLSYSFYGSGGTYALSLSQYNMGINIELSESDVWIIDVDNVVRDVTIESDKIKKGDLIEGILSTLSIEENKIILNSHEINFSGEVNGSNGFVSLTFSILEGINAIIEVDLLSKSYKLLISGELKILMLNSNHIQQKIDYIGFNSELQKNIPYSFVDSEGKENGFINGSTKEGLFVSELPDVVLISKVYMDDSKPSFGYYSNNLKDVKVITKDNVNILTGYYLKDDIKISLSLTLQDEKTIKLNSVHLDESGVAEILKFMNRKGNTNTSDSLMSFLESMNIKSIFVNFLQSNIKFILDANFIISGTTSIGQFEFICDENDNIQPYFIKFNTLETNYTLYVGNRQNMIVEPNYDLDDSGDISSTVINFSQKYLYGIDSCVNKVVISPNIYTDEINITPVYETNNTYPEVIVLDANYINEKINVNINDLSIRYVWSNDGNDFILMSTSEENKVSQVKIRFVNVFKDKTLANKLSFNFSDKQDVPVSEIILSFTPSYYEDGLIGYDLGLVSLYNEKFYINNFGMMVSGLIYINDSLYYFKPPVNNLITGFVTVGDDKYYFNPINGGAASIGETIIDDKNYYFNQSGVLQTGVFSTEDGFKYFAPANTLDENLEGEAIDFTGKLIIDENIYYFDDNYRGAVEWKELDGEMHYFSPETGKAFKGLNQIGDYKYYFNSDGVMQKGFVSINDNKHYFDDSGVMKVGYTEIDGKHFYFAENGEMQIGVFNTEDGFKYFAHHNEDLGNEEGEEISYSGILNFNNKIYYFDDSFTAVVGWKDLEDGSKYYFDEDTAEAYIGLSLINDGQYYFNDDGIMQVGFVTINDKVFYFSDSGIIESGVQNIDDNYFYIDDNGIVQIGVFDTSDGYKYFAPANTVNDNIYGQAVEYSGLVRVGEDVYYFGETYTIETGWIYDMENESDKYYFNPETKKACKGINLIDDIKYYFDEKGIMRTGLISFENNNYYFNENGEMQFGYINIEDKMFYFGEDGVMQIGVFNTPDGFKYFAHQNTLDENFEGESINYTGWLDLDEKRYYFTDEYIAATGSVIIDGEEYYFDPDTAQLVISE
# BoNT-A LC inh2 = BoNT A light chain protease inhibition | multiplex microsphere protease substrate cleavage, flow cytometry | inhibition, % at 10 µM | 360,000 tested, 0.17% active; further: plate controls were buffer without enzyme for full effect and enzyme alone for no effect
# Vc quorum ag = quorum light induction in luxS cqsA deficient V. cholerae | V. cholerae BH1578 lux reporter, luminescence, 6 h | 350,000 tested, 0.16% active | activation, % at 18.7 µM | AID 588436; in the data active means activation mostly above about 9.7%, no sharp cut-off; further: not every result past the cut was called active; inactives centre near 0; reference of the scale not given here
# Anthrax LF prot = anthrax lethal factor protease inhibition | inhibition, % at 10 µM | multiplex microsphere protease cleavage assay, LF | 360,000 tested, 0.12% active | P15917 | AID 588501; further: plate controls were buffer without enzyme for full effect and enzyme alone for no effect
# PrPC TRFRET = cell surface PrPC inhibition, primary TR-FRET screen; TR-FRET read-out; inhibition, % at 13.8 µM; 370,000 tested, 0.43% active; P04156; in the data active means inhibition above about 24%; further: 0% = median of the test wells and 100% = reference compound wells
# The depositor's hits bear a star; i = inactive; nt = not tested or not shown; & = joins results of further samples. Unless noted, no stated cut-off is given here; in the data, active means inhibition above about 30%; inconclusive means no clear call, values can overlap the other calls; inactive means below that. Not all compounds are listed; the hit share may differ from the screen's.
SMILES,SARS 3CLpro inh,Y pestis TopoI,PfHsp40 yeast,PriA SSB inh,TcdB inh,BoNT-A LC inh2,Vc quorum ag,Anthrax LF prot,PrPC TRFRET
O=C(NC1=NCCS1)c1cc(-c2ccc(F)cc2)nc2ccccc12,1,-8,-0.6,-6,2.6,-0.3,-0.1,-2,3
O=C1[C@@H]2CSCN2C(=O)CN1Cc1c(F)cccc1Cl,-4,8,-1.4,-13,0.5,-1.1,-0.5,4,-1
COc1ccc(-c2csc(N(CC3CCCO3)C(=O)c3ccccc3)n2)cc1 (stereo unspecified),5,12,3.4,-11,0.1,-0.3,-3.3,-2,-5
CCCCCCn1c(=O)n2n(c1=O)C[C@]1(OC(=O)NC3CC3)CN(S(=O)(=O)c3ccc(C)cc3)C[C@]1(O)C2,nt,12,nt,nt,4.4,-0.3,i,-6,-4
NC(N)=NC1=NC(=O)/C(=C/c2ccccc2-n2cccn2)S1,-5,-5,-1.4,nt,-1.9,-0.5,-1.1,4,-36
Cc1cc(/C=N\NC(=O)CC(=O)NC2CCCCC2)c(C)n1-c1ccc(Cl)c(Cl)c1,5,-6,-1.4,nt,nt,-2.7,-0.1,-3,-1
CC(C)Cc1ccc(-c2cc3nc(NCCCn4ccnc4)ccn3n2)cc1,nt,34,nt,nt,1.0,-0.7,-0.2,-3,-4
CCOc1ccc(N(CC(=O)NC(C)CC)S(C)(=O)=O)cc1 (stereo unspecified),-4,0,0.7,-5,nt,-0.9,-0.6,-25,-4
CC1(c2ccccc2)CC(C)(C)N(C(N)=O)c2ccccc21 (stereo unspecified),5,14,-1.4,6,2.2,-1.4,-0.4,3,3
CC(C)N(C)CCOC(=O)c1ccccc1Cl,-1,5,-1.3,-6,1.6,-3.3,-0.2,-3,-2
O=S(=O)(O)c1nc2ccccc2n1CCOc1ccccc1,0,-2,0.4,-17,nt,-1.1,2.1,-5,5
COC(=O)c1ccccc1NC(=O)Cn1c(=O)n(Cc2ccccc2)c(=O)c2c(C)c(C)sc21,-5,-8,-1.8,7,nt,-1.3,0.0,2,-2
CCCS(=O)(=O)Nc1ccc(-c2cn3c(n2)SCC3)cc1,4,-6,0.0,-3,nt,-4.7,i,-7,nt
Cc1ccc(-c2ccc(=O)n(CC(=O)N3CCC4(CC3)OCCO4)n2)cc1,-2,10,0.6,-17,0.5,0.2,i,-3,-5
COc1cccc(N(C(=O)CNC(=O)c2ccco2)C(C(=O)NC2CCCC2)c2ccco2)c1 (stereo unspecified),3,1,-0.9,-3,-0.2,-1.6,-2.2,-6,-3
COCCOC(=O)C1=C(N)Oc2c(oc(CO)cc2=O)C1c1c(F)cccc1Cl (stereo unspecified),-3,9,0.0,4,0.8,-0.5,-0.4,-6,7
N#Cc1ccc(NC(=O)CN2CCN(C(=O)c3cccs3)CC2)cc1Cl,nt,-3,0.8,-1,0.9,-4.7,i,-2,-8
Cc1ccc(C)c(NC(=O)COC(=O)CNC(=O)c2ccccc2Cl)c1,0,-7,-0.4,3,1.3,-0.8,-0.3,3,6
COc1ccc(S(=O)(=O)NCCc2cn3cccc(C)c3n2)cc1OC,0,0,-0.1,-17,2.0,-1.0,-0.6,-6,-3
O=C(COc1ccccc1)NS(=O)(=O)c1ccc(Cl)cc1,0,6,0.5,-13&-11,-1.0,1.5,i,-2,-4
CCC(=O)N1CCc2cc(Br)cc(S(=O)(=O)CCC(=O)NCC3CCCO3)c21 (stereo unspecified),-4,-5,-0.3,-6,nt,-0.1,-8.8,6,2
COc1ccccc1N1CCN(S(=O)(=O)CCNC(=O)/C=C/c2ccc3c(c2)OCO3)CC1,nt,14,nt,6,0.5,-0.1,-0.7,2,9
CC1(C)CC(=O)C2=C(C1)N1C(=C(C#N)C2c2ccc(Cl)cc2)N=C(N)c2ccccc21 (stereo unspecified),-1,9,2.0,4,0.1,-0.4,-0.6,-2,-8
C=CCn1c(C)cc(C(=O)CN2C(=O)c3ccccc3C2=O)c1C,-3,5,-2.3,-10,nt,-2.1,i,-2,-6
CC(Sc1nc2ccccc2c(=O)n1C)C(=O)NC1CCCCC1C (stereo unspecified),nt,2,-0.2,-12,nt,3.1,i,2,nt
CCN(C[C@H]1N[C@@](Cc2ccccc2)(C(=O)OC)[C@H]2C(=O)N(C)C(=O)[C@@H]12)C(=O)Nc1ccc(C(F)(F)F)cc1,nt,13,-0.3,-5,2.1,0.2,-0.9,6,8
CN(C(=O)Cc1ccc(Cl)c(Cl)c1)C(CN1CCCC1)c1cccc(OCC(=O)O)c1 (stereo unspecified),nt,6,-1.4,-1,1.6,0.6,i,3,0
Cc1ccc(N2CCN(C(=O)CCc3nc4ccccc4[nH]3)CC2)c(C)c1,0,4,1.1,-9,0.5,0.5,i,0,15
O=C(O)CCCNC(=O)/C(=C\c1ccc(Cl)cc1)NC(=O)c1ccc(Br)cc1,2,-6,-0.7,-9,-0.3,0.9,-0.6,2,4
CC1Cc2cc(-c3csc(NC(=O)CCl)n3)ccc2N1C(=O)C1CC1 (stereo unspecified),nt,-2,-0.2,-4,-1.2,0.5,-4.0,2,7
COCCN(CCOC)C(=O)C12CCC(C)(C(=O)C1)C2(C)C (stereo unspecified),8,10,-1.7,-15,nt,0.4,-0.4,2,-5
Cc1ccc(-n2ncc3c(=O)n(CC(=O)N4CCN(C(=O)c5ccco5)CC4)cnc32)cc1,nt,6,-0.8,0,-1.6,0.0,i,-2,-3
COc1ccc(-c2ncc3ccccn23)cc1OC,3,4,0.5,-1,nt,2.0,0.8,-8,-10
CC(=O)N(C)C1=C(N2CCOCC2)C(=O)c2ccccc2C1=O,3,-18,0.0,11,nt,-4.5,2.7,-3,nt
O=[N+]([O-])c1cccc(CSC2=NCCN2S(=O)(=O)c2ccccc2)c1,4,24,2.8,-10,1.6,2.7,-2.9,-2,1
Nc1nc(SCC(=O)Nc2cccc([N+](=O)[O-])c2)n[nH]1,nt,5,-1.1,-4,-9.0,-0.1,i,1,-11

# One compound at a time, as listed above. Order of screens: SARS 3CLpro inh, Y pestis TopoI, PfHsp40 yeast, PriA SSB inh, TcdB inh, BoNT-A LC inh2, Vc quorum ag, Anthrax LF prot, PrPC TRFRET
# Cc1ccc(N2CCN(C(=O)CCc3nc4ccccc4[nH]3)CC2)c(C)c1 across the screens: 0, 4, 1.1, -9, 0.5, 0.5, i, 0, 15
# CC(Sc1nc2ccccc2c(=O)n1C)C(=O)NC1CCCCC1C (stereo unspecified) across the screens: nt, 2, -0.2, -12, nt, 3.1, i, 2, nt
# CCN(C[C@H]1N[C@@](Cc2ccccc2)(C(=O)OC)[C@H]2C(=O)N(C)C(=O)[C@@H]12)C(=O)Nc1ccc(C(F)(F)F)cc1 across the screens: nt, 13, -0.3, -5, 2.1, 0.2, -0.9, 6, 8
# O=C(O)CCCNC(=O)/C(=C\c1ccc(Cl)cc1)NC(=O)c1ccc(Br)cc1 across the screens: 2, -6, -0.7, -9, -0.3, 0.9, -0.6, 2, 4
# Nc1nc(SCC(=O)Nc2cccc([N+](=O)[O-])c2)n[nH]1 across the screens: nt, 5, -1.1, -4, -9.0, -0.1, i, 1, -11

# (further entries)
SMILES,SARS 3CLpro inh,Y pestis TopoI,PfHsp40 yeast,PriA SSB inh,TcdB inh,BoNT-A LC inh2,Vc quorum ag,Anthrax LF prot,PrPC TRFRET
O=C1NC2(CCOc3ccccc32)C(=O)N1CC(=O)N(Cc1ccccc1)C1CCS(=O)(=O)C1 (stereo unspecified),-2,-6,0.5,-4,nt,-0.6,-10,1,2
Cc1nc2c(c(-c3ccccc3)c1C#N)C(=O)c1ccccc1-2,-1,3,0.8,-1,nt,-0.1,5.0,0,-10
Cc1ccccc1-n1nnnc1Sc1nnnn1-c1ccccc1,-3,8,-0.5,-6,nt,0.2,i,1,2
CC(C)(C)Cc1c(-c2cccc(Cl)c2)nc2ccc(Cl)cn12,nt,nt,nt,nt,-2.3,1.9,nt,-3,3
OCC[C@H]1C[C@H](O)[C@@H](O)[C@]2(Cc3ccccc3CCO2)O1,nt,4,-0.9,-12,-0.3,0.1,-0.8,-7,2
Cc1ccc(NC(=O)COC(=O)c2ccc[n+]([O-])c2)c(Br)c1,nt,0,0.4,-5,1.3,-0.3,-0.7,-9,10
CCC(C)[C@H]1CNCCN1CCc1cccc(F)c1 (stereo partly specified),nt,0,-1.1,-5,0.2,-0.8,-0.4,-8,6
CN1CCN(/N=C/c2nc(-c3cccc([N+](=O)[O-])c3)n3ccccc23)CC1,3,-18,1.0,nt,-0.7,2.0,-0.3,-2,-43
CN(CC(=O)NCc1ccc(Cl)cc1)S(=O)(=O)c1cccc2nsnc12,2,-13,-0.7,3,nt,0.1,-0.3,-10,-37
Nc1ccc2[nH]c(=S)[nH]c2c1,nt,-7,-0.7,7,4.7,-0.3,i,-1,1
COc1ccccc1CNC(=O)c1ccc2ccccc2n1,2,13,4.1,-11,-4.7,0.8,-0.3,-2,-12
Fc1ccc(NC(=S)NCc2ccccc2Cl)cc1,2,-4,2.4,-19,0.0,-0.2,-0.2,0,5
COC(=O)Cc1[nH]n(-c2ccccc2)c(=O)c1C(C)=Nc1ccccc1,-1,-5,0.9,-3,-0.3,-0.5,-0.3,1,7
COc1cccc(C(=O)NCCNC(=O)c2ccc(C)nc2)c1,-2,-7,0.4,2,1.1,-0.3,-0.3,-3,3
O=C(Cc1ccccc1)NNS(=O)(=O)c1ccc(F)cc1,4,2,1.2,-7,1.0,-1.0,-0.4,-6,2
O=C(/C=C/c1ccco1)Nc1cccc(NC(=O)/C=C/c2ccco2)n1,3,-1,9.9,7,-0.5,0.2,i,-5,-7
NC(=O)[C@@H]1CC2(CC(c3cccc(NC(=O)[C@H]4CCC(=O)N4)c3)=NO2)CN1C(=O)c1ccc(Cl)cc1 (stereo partly specified),nt,-1,0.7,2,1.4,0.3,-0.3,-7,0
COc1ccc(C2/C=C\CN(CC(C)C)CC(=O)N2Cc2ccc(F)cc2)cc1 (stereo unspecified),nt,30,1.5,-6,2.8,0.1,i,-3,-6
O=C1ON(Cc2ccccc2)C(c2ccccc2)N1c1ccccc1 (stereo unspecified),nt,2,-1.6,-2,-1.3,-0.1,i,-4,7
Cc1ccc(NC(=O)C2C(=O)N(C)c3ccccc32)cc1 (stereo unspecified),4,-6,1.5,-6,1.2,-0.1,i,0,0
CCOC(=O)N1CCN(C(=O)CCn2c(=S)[nH]c3ccsc3c2=O)CC1,3,-8,-0.8,-9,0.4,0.4,-0.7,4,-3
CC(O)C1CCC2C3CC[C@H]4CC(O)CCC4(C)C3CC3(OCCO3)C12C (stereo partly specified),0,17,1.8,11,nt,-0.6,i,0,1
C=CCc1c(C)nc(C)nc1N/N=C/c1ccccc1,1,-3,-0.7,nt,nt,0.1,-0.4,-3,-4
Cc1c(OCC(=O)NCCCN2CCOCC2)ccc2c3c(c(=O)oc12)CCC3,-7,-3,-0.4,-7,0.3,0.5,-0.4,1,5
CCOC(=O)c1sc(/N=C/C2=C(O)CC(C)(C)CC2=O)c(C(=O)OCC)c1C,-6,1,0.4,nt,0.9,0.4,-0.8,-7,2
CC(O)c1nc2ccc(Cc3ccc4nc(C(C)O)[nH]c4c3)cc2[nH]1 (stereo unspecified),-1,-4,-1.2,-5,nt,-0.4,-0.5,3,-4
CCC(c1nc2ccccc2c(=O)n1-c1cccnc1)N1C(=O)c2ccccc2C1=O (stereo unspecified),-1,7,-0.6,3,-1.0,-1.9,i,0,-1
CC(=O)Nc1cccc(Oc2cc(C#N)c(C#N)cc2N2CCOCC2)c1,-8,0,-1.5,-3,nt,-0.4,i,-2,4
COc1ccccc1OCCCn1c(=O)oc2ccc(C)cc21,-1,-2,0.5,-18,nt,-0.6,-0.6,-2,3
CCc1ccccc1NC1=CC(=O)CC(C)(C)C1,2,7,-0.6,-17,1.1,0.3,-0.5,-1,0
O=C(O)CCC(=O)Nc1ccc(Br)c(Cl)c1,-4,4,0.9,-28,nt,0.1,i,1,0
Cc1csc(NC(=O)CSCC(=O)O)c1-c1nc2ccccc2s1,1,8,-0.4,3,0.6,nt,-0.4,nt,13
O=C(NC1CCN(S(=O)(=O)c2ccccc2)CC1)C1CCCCC1,1,1,-1.0,-5,1.6,-0.3,1.4,-1,16
C=C(C)CNC(=O)CCc1nnc(C2(c3ccc(Cl)cc3)CCC2)o1,1,-3,0.4,-3,-0.2,-0.6,i,1,7
Cc1cccc(C)c1NC(=O)c1cc(S(=O)(=O)N2CCc3ccccc32)cn1C,1,13,-0.9,-5,0.0,-0.6,-0.2,-11,8
